High-throughput results deposited in PubChem by several laboratories.
HePTP inh = blocks human HePTP tyrosine phosphatase; recombinant HePTP phosphatase activity, OD absorbance; inhibition, % at 20 µM; P35236; AID 521; 0.64% of 110,000 active; in the data active means inhibition above about 50%;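 further: plate controls were vehicle for no effect and reference inhibitor for full effect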
Target sequence (P35236 whole entry, looked up): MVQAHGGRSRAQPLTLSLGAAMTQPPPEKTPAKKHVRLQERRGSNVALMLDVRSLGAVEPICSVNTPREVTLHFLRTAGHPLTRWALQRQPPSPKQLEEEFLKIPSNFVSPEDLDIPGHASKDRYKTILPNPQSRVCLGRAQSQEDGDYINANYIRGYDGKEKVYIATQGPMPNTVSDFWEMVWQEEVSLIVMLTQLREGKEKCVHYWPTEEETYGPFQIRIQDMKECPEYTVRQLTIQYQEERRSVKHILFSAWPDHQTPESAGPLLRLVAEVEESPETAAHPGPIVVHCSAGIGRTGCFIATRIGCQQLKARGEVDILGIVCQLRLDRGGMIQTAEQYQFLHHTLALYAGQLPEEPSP
BAP1 block = inhibitors of human BAP1 deubiquitinase | Q92560 | recombinant BAP1, Ub-AMC hydrolysis fluorescence kinetic; active compounds read low | activity remaining (% of control), % at 20 µM | 0.48% of 72,000 active | AID 436;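 active means activity remaining at or below 50% of control, provided the compound also passes the data quality filters; inactive means the rest, including low values that fail the filters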;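 further: 100% = DMSO wells rate and 0% = substrate alone blank rate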
Target sequence (Q92560 whole entry, looked up): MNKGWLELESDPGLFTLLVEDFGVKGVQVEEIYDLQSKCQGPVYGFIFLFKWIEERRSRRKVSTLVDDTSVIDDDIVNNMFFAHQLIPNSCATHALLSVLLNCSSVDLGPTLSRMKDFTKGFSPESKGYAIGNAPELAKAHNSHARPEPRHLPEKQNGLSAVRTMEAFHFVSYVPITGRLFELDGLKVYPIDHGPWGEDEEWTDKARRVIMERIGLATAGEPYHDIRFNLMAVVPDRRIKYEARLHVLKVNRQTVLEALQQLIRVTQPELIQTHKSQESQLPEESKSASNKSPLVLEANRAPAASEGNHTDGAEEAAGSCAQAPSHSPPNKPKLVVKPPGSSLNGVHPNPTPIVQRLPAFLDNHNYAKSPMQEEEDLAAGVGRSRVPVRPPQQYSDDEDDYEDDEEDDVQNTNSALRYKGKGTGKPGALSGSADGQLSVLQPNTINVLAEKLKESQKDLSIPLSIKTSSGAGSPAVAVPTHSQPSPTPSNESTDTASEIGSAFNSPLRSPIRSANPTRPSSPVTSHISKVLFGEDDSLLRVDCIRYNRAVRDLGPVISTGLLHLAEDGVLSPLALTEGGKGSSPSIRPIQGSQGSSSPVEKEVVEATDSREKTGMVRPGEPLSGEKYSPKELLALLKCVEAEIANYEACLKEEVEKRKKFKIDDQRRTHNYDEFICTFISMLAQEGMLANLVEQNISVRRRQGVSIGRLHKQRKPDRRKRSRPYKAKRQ
* hit, by the source's call; · = no result given; & = joins results of further samples.

SMILES | HePTP inh | BAP1 block
N#Cc1nc(-c2ccc(F)cc2)oc1NCc1ccccc1 | -3 | ·
CCCCOC(=O)CCc1nc2ccccc2[nH]1 | 0 | 66
CC1CCN(S(=O)(=O)c2cn(CC(=O)N3CCN(C)CC3)c(=O)c3ccccc23)CC1 | 4 | 102
Fc1ccc(Cc2cnc(Nc3ccccc3)s2)cc1 | 5 | ·
c1ccc(CNc2ccc3ccccc3n2)nc1 | 3 | 84
N[C@@H](Cc1ccccc1)c1nnc(SCc2ccccc2Cl)o1 | 6 | 95
O=C(OCc1nc2ccccc2c(=O)[nH]1)c1cccs1 | 10 | 137
Cc1occc1C(=O)Nc1ccc(C(=O)O)cc1 | -17 | ·
Cc1ccc(C(=O)N/C(=C\c2cccc([N+](=O)[O-])c2)C(=O)NCc2ccncc2)cc1 | 0 | ·
O=C(Nc1ccc(Oc2ccccc2)cc1)c1ccc(Cl)cc1Cl | 10 | ·
CCCC(=O)NC(c1cccc([N+](=O)[O-])c1)c1c(O)ccc2ccccc12 (centres undefined) | 4 | ·
CC(C(=O)O)N1C(=O)/C(=C/c2ccc(C(=O)O)cc2)SC1=S (centres undefined) | -25 | ·
CC(=O)Nc1ccc(NS(=O)(=O)c2ccc(C(C)(C)C)cc2)cc1 | 96* | ·
C/C(=N/NC(=O)c1ccccc1)C1CC1 | -9 | ·
O=C(Nc1cccc2ccccc12)C(=O)NC1CCCC1 | 2 | ·
Cc1c(O)c(CN2CCCCC2)cc2c3c(c(=O)oc12)CCC3 | 12 | 947
N/C(=N\N=C/c1ccc(F)cc1)N/N=C\c1ccc(F)cc1 | -13 | ·
Cc1cc(Br)cc(C)c1NC(=O)c1cccnc1 | 2 | ·
CCOC(=O)c1c(NC(=O)C2CC2)sc(C(=O)Nc2ccc(OC)cc2OC)c1C | 7 | ·
CC(C)=C(NC(=O)c1ccccc1)C(=O)NCc1ccccc1Cl | 10 | ·
Cc1sc(NS(=O)(=O)c2ccc([N+](=O)[O-])cc2)nc1-c1ccc(Br)cc1 | -16 | ·
COc1ccc(OC)c(NC(=O)COc2c(C)cccc2C)c1 | 0 | ·
CC(=O)CC(=O)NCc1ccc(Cl)cc1 | 6 | ·
COc1ccccc1OCC(=O)Nc1ccc(O)cc1C(=O)O | 3 | 94
O=C(Nc1cccc([N+](=O)[O-])c1)c1cccc(F)c1 | -10 | ·
COc1ccc(/C=C2\C=C(c3ccc(Cl)cc3)OC2=O)cc1C | -21 | ·
Cc1cc(S(=O)(=O)N2CCCC2)ccc1OCC(=O)N1CCOCC1 | 2 | 60
CCOC(=O)/C(C#N)=C1/C=Nc2ccccc2N1 | -2 | 79
CCCNC(=O)Cn1cnc2c1c(=O)n(C)c(=O)n2C | · | 89
CCOC(=O)C(NC(=O)CCC(=O)Nc1ccc(S(N)(=O)=O)cc1)C(O)c1ccccc1 (centres undefined) | 3&-5 | 96
CC(C)n1c(SCc2ccc(Cl)cc2)nc2c1c(=O)[nH]c(=O)n2C | 5 | 89
CCCCCOC(=O)C(C)c1c(C)[nH]c(=S)[nH]c1=O (centres undefined) | 7 | 129
CCOc1ccc2noc3c2c1C(=O)c1ccccc1-3 | 2&-16 | 103
CCOCC(=O)Nc1nc2c(s1)C(=O)CC(C)(C)C2 | 12 | 77
CC(C)CCNC(=O)CCCOc1cc(=O)n(C)c2ccccc12 | 2 | 97
Cc1c(C(=O)Nc2ccc(NC(=O)c3ccco3)c(Cl)c2)cccc1[N+](=O)[O-] | 0 | ·
CC(=O)[C@@]1(O)CC[C@H]2[C@@H]3C[C@H](C)C4=CC(=O)CC[C@]4(C)[C@H]3CC[C@@]21C | -4 | 148
CCOC(=O)c1c(C)[nH]c(C(=O)COC(=O)CNC(=O)C2CCCCC2)c1C | -1 | 99
CCOC(=O)N1CCN(C(=O)C2CCCN(S(=O)(=O)c3cc(C)ccc3OC)C2)CC1 (centres undefined) | 4 | 99
COc1ccc(CC(CC(=O)O)C(=O)Nc2ccc(Cl)cc2)cc1 (centres undefined) | · | 59
CCC(C)(C(=O)NC1CCCCC1)N(C(=O)C1CCC(=O)N1)c1ccc(C)cc1 (centres undefined) | 2 | ·
CC1CCCCN1CCNC(=O)c1cc2c(-c3ccccc3F)nn(C)c2s1 (centres undefined) | 0 | 91
COc1cc(NC(=O)c2cc(Cl)ccc2OC)c(OC)cc1Cl | -5 | ·
O=C1CC(N2CCC(O)(c3ccc(Br)cc3)CC2)C(=O)N1c1ccc(Cl)cc1 (centres undefined) | -7 | ·
CS(=O)(=O)N(CC(=O)NCCc1ccccc1)c1ccc(Br)cc1 | 7 | ·

In a second layout: entries from further up.
| smiles | HePTP inh | BAP1 block |
| --- | --- | --- |
| CCOC(=O)c1c(NC(=O)C2CC2)sc(C(=O)Nc2ccc(OC)cc2OC)c1C | 7 | · |
| CC(C)=C(NC(=O)c1ccccc1)C(=O)NCc1ccccc1Cl | 10 | · |
| Cc1sc(NS(=O)(=O)c2ccc([N+](=O)[O-])cc2)nc1-c1ccc(Br)cc1 | -16 | · |
| COc1ccc(OC)c(NC(=O)COc2c(C)cccc2C)c1 | 0 | · |
| CC(=O)CC(=O)NCc1ccc(Cl)cc1 | 6 | · |
| COc1ccccc1OCC(=O)Nc1ccc(O)cc1C(=O)O | 3 | 94 |
| O=C(Nc1cccc([N+](=O)[O-])c1)c1cccc(F)c1 | -10 | · |
| COc1ccc(/C=C2\C=C(c3ccc(Cl)cc3)OC2=O)cc1C | -21 | · |
| Cc1cc(S(=O)(=O)N2CCCC2)ccc1OCC(=O)N1CCOCC1 | 2 | 60 |
| CCOC(=O)/C(C#N)=C1/C=Nc2ccccc2N1 | -2 | 79 |
| CCCNC(=O)Cn1cnc2c1c(=O)n(C)c(=O)n2C | · | 89 |
| CCOC(=O)C(NC(=O)CCC(=O)Nc1ccc(S(N)(=O)=O)cc1)C(O)c1ccccc1 (centres undefined) | 3&-5 | 96 |
| CC(C)n1c(SCc2ccc(Cl)cc2)nc2c1c(=O)[nH]c(=O)n2C | 5 | 89 |
| CCCCCOC(=O)C(C)c1c(C)[nH]c(=S)[nH]c1=O (centres undefined) | 7 | 129 |
| CCOc1ccc2noc3c2c1C(=O)c1ccccc1-3 | 2&-16 | 103 |
| CCOCC(=O)Nc1nc2c(s1)C(=O)CC(C)(C)C2 | 12 | 77 |
| CC(C)CCNC(=O)CCCOc1cc(=O)n(C)c2ccccc12 | 2 | 97 |
| Cc1c(C(=O)Nc2ccc(NC(=O)c3ccco3)c(Cl)c2)cccc1[N+](=O)[O-] | 0 | · |
| CC(=O)[C@@]1(O)CC[C@H]2[C@@H]3C[C@H](C)C4=CC(=O)CC[C@]4(C)[C@H]3CC[C@@]21C | -4 | 148 |
| CCOC(=O)c1c(C)[nH]c(C(=O)COC(=O)CNC(=O)C2CCCCC2)c1C | -1 | 99 |
| CCOC(=O)N1CCN(C(=O)C2CCCN(S(=O)(=O)c3cc(C)ccc3OC)C2)CC1 (centres undefined) | 4 | 99 |
| COc1ccc(CC(CC(=O)O)C(=O)Nc2ccc(Cl)cc2)cc1 (centres undefined) | · | 59 |
| CCC(C)(C(=O)NC1CCCCC1)N(C(=O)C1CCC(=O)N1)c1ccc(C)cc1 (centres undefined) | 2 | · |
| CC1CCCCN1CCNC(=O)c1cc2c(-c3ccccc3F)nn(C)c2s1 (centres undefined) | 0 | 91 |

Carrying on.
SMILES | HePTP inh | BAP1 block
CCOC(=O)C1CCN(C(=O)CSCc2nc(-c3ccc(OCC)cc3)oc2C)CC1 | 6 | 102
CN1CCCC(OC(=O)c2cc(Br)ccc2Cl)C1 (centres undefined) | 3 | 108
COc1ccc(-c2cc(-c3ccc(C)cc3)nc(N3CCCC3)n2)cc1 | 4 | ·
COc1cccc(NC(=O)c2ccco2)c1 | 0&8 | 103
O=C1OCCC1Sc1nnc(-c2cccs2)n1Cc1ccccc1 (centres undefined) | 0 | 103
O=C(COC(=O)c1ccc(Oc2ccccc2)cc1)Nc1nnc(-c2ccccc2)o1 | 10 | ·
Cc1ccc(CCP(=O)(O)CN2CCCCC2)cn1 | 2 | 92
CCOC(=O)c1sc(NC(=O)c2cc3c(C)nn(-c4ccccc4)c3s2)nc1C | -1 | ·
CCN(CCNC(=O)C1CC(=O)N(CCc2ccccc2)C1)c1ccccc1 (centres undefined) | -7 | 100
CN1CC(=O)N(CC(=O)NCc2ccc(F)cc2)c2ccccc2C1=O | -12 | 95
COc1ccc(C2/C(=C(\O)c3ccc(Cl)cc3)C(=O)C(=O)N2c2cccnc2)c(OC)c1 (centres undefined) | 12 | 110
CC1(C)CC(=O)C2=C(C1)Nc1ccccc1NC2c1cccc2ccccc12 (centres undefined) | -5 | ·
COc1ccc(S(=O)(=O)Nc2cccc(NC(C)=O)c2)cc1 | 13 | 80
CCC12CC3CC(C1)CC(C(=O)Nc1nn[nH]n1)(C3)C2 | 7 | 110
Nc1c(C(=O)c2ccccc2)sc2nc(C3CC3)cc(-c3ccccc3)c12 | · | 84
COCCNC(=O)C1CC(=O)N(c2ccc(F)c(Cl)c2)C1 (centres undefined) | -8 | 87
COC(=O)C1=C(C)NC2=C(C(=O)c3ccccc32)C1c1ccccc1OCc1ccccc1F (centres undefined) | 6 | ·
CCOC(=O)C1CCN(S(=O)(=O)c2ccc(OCC)cc2)CC1 | -3 | ·
CCSc1nc2c(c(=O)[nH]1)C(c1cccnc1)C(C(=O)OC)=C(C)N2 (centres undefined) | 5 | 58
CCCNC(=O)CS(=O)Cc1nc(-c2ccccc2C)oc1C (centres undefined) | -2 | 93
O=C(CSc1nc2ccc([N+](=O)[O-])cc2s1)Nc1ccc(Br)cc1 | -25 | ·
COc1ccc(Br)cc1/C=C/C(=O)Nc1ccc(NC(=O)c2ccco2)c(OC)c1 | 12 | ·
Cc1cc(C)c(/C=C2\C(=O)Nc3ccccc32)[nH]1 | · | 77
Cc1ccc(N2C(=O)CC(NCCc3cccc(Cl)c3)C2=O)cc1 (centres undefined) | -10 | 69
CCCC(=O)Nc1cccc(NC(=O)c2ccc3c(c2)OCO3)c1 | 7 | 91
CCOc1ccc(/C=C2\SC(=S)N(c3ccc(OC)cc3)C2=O)cc1OC | 5 | ·
CCOCCCNc1nc2c([nH]1)c(=O)n(C)c(=O)n2C | 6 | 74
O=C(Cn1cc(/C=N/O)c2ccccc21)N1CCOCC1 | 6 | 111
O=C(Cn1cc2c(n1)CCCC2)NCc1ccccn1 | 5 | 97
COc1cc(C(=O)N2CCN(c3cccc(Cl)c3)CC2)c([N+](=O)[O-])cc1OC | -4 | ·

A few values from the list:
Result of CC1CCCCN1CCNC(=O)c1cc2c(-c3ccccc3F)nn(C)c2s1 (centres undefined) in BAP1 block: 91
Result of N/C(=N\N=C/c1ccc(F)cc1)N/N=C\c1ccc(F)cc1 in HePTP inh: -13

Next results
SMILES | HePTP inh | BAP1 block
CCC(c1nnc(SCC(=O)Nc2nnc(-c3ccccc3)o2)o1)N(C)C (centres undefined) | 2 | 145
CCC(=O)NC(c1ccccc1Cl)c1c(OC(C)=O)ccc2ccccc12 (centres undefined) | 7 | ·
Cc1cc(C)c(CSc2nnc(C)s2)c(C)c1 | · | 181
CCc1n[nH]c2c1/C(=N\O)CC(c1ccccc1)C2 (centres undefined) | 13 | 118
O=C(O)CCC(=O)NCC1OCCc2ccccc21 (centres undefined) | -10 | 122
CC1CC2(CC(C)(C(=O)CSc3nc4ccccc4s3)OC2=O)C(=O)O1 (centres undefined) | 4 | 153
O=C1CC(NC2CCCC2)C(=O)N1c1ccc(Cl)cc1 (centres undefined) | -7 | ·
COc1ccc(N2CC(C(=O)N/N=C/c3c[nH]c4ccccc34)CC2=O)cc1 (centres undefined) | -16 | ·
CCOC(=O)C1=C(C)NC(=O)NC1c1ccc(OC)cc1 (centres undefined) | 6 | ·
CCOc1ccc(N2C(=O)CC(N3CCN(c4cccc(Cl)c4)CC3)C2=O)cc1 (centres undefined) | -14 | ·
COC(=O)c1c(NC(=O)c2ccccc2[N+](=O)[O-])sc(Cc2ccccc2)c1C | 5 | ·
CC(C)Cc1nc2oc3c(=O)[nH]cnc3c2c2c1CCC2 | 2 | 98
CC(C)Cn1c(NCCN(C)C)nc2c1c(=O)[nH]c(=O)n2C | 6 | 104
COc1cc(OC)cc(C(=O)NC2CCCCCC2)c1 | -3 | ·
O=C(NCCCN1CCN(c2ccccc2F)CC1)C1CCN(S(=O)(=O)N2CCOCC2)CC1 | 6 | 106
CCOC(=O)c1ccc(NC(=S)NC(NC(=O)c2ccccc2Cl)C(Cl)(Cl)Cl)cc1 (centres undefined) | -1 | ·
COC(=O)c1ccc(CSc2ncnc3c2nnn3-c2ccc(F)cc2)o1 | 3 | 100
COc1ccc(CN2CCN(S(=O)(=O)c3ccc(F)cc3)CC2)cc1OC | 0 | 92
CC(C)Oc1ccc(C(Cc2nc3ccccc3[nH]2)c2nc3ccccc3[nH]2)cc1 (centres undefined) | -17 | ·
CCOC(=O)C1C(=O)CC(C)(O)C(C(=O)OCC)C1c1ccc(Br)o1 (centres undefined) | 8 | 98
O=C(c1cccs1)N1CCN(S(=O)(=O)N2CCOCC2)CC1 | -11 | 126
O=C(Cn1cnc2c(cnn2-c2ccc(F)cc2)c1=O)NCc1ccco1 | 6 | 113
Cc1ccc(-c2csc(NC(=O)c3ccno3)n2)cc1 | 4 | ·
C/C(=N\Nc1nc(C)cc(C)n1)c1cccs1 | 2 | ·
Cn1cc(SCC(=O)NCc2ccc3c(c2)OCO3)c2ccccc21 | 6 | 97
CCCCCCn1c(CN2CCN(C(=O)c3ccco3)CC2)nc2c1c(=O)n(C)c(=O)n2C | -6 | 96
Cc1nnc(SCC(N)=O)n1CC1CCCO1 (centres undefined) | -4 | 104
CCOc1cccc(C(=O)Nc2ccc(NC(=O)c3ccco3)c(OC)c2)c1 | 2 | ·
COc1ccc(CC(=O)Nc2cccc(NC(=O)c3cccc(Cl)c3)c2)cc1OC | -4 | ·
